A549 viability: kills or reduces viability of A549 cells in Nrf2 counter-screen. AID 504648. Potency, µM (series often up to 46 µM), for the others: at the highest dose activity change, negative = cytotoxicity, actives largely listed as inhibitors. A549 ARE-Fluc cells, CellTiter-Fluor viability, 18-24 h. actives 0.16% (n = 390,000); further: on the % scale 0 is the no-effect control and ±100 the full control effect
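A549 ARE_Fluc cells in 5% FBS OPTI-MEM were exposed to compounds in concentration-response for 18-24 h at 37 deg C. Viability was read by CellTiter-Fluor fluorescence (Ex 405/Em 525) after 30 min, before the luciferase read.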
Nrf2 activator: Nrf2 pathway activation; AREc32 ARE-luciferase reporter (MCF7-derived line), luminescence, 24 h; Potency, µM (top dose mostly 46.1 µM), for the others: at the highest dose activation, most hits filed as activators; AID 624171; actives 0.31% (n = 410,000); further: % of control where 0% means no effect; nearly all actives have a fitted effect of over 65% in size
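Reporter line AREc32 (ARE-Fluc), seeded overnight in OPTI-MEM with 5% FBS; compound pin-transferred, 24 hr at 37 deg C, 5% CO2; luminescent read-out.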
TGFb inhibitor: inhibitors of TGF-b signaling | actives 1.2% (n = 410,000) | Potency, µM (top dose mostly 46.1 µM), for inactives: at the top dose activity, negative = inhibition, most hits filed as inhibitors | AID 588855 | HepG2 CAGA-GFP TGF-b/SMAD3 reporter, GFP fluorescence, 18 h; TGF-beta stimulated, 500 pg/mL final; further: on the % scale 0 is the no-effect control and ±100 the full control effect; nearly all actives have a fitted effect of over 65% in size
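Cell-based qHTS in HEPG2 carrying a CAGA-GFP Smad reporter; compounds added before 500 pg/mL final TGF-beta, 18 h incubation at 37 degrees C, GFP fluorescence quantified per cell by imaging cytometry.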
ATXN2 expr inh: inhibitors of ATXN2 expression. actives 0.72% (n = 360,000). Potency, µM (series often up to 57 µM), without a hit: at the top dose activity change, negative = inhibition, most hits filed as inhibitors. HEK-293 ATXN2-luciferase reporter, luminescence, 24 h; further: on the % scale 0 is the no-effect control and ±100 the full control effect; nearly all actives have a fitted effect of over 55% in size
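ATXN2-luciferase reporter cells (luciferase flanked by upstream and downstream ATXN2 gene portions) were treated 24 h at 37 °C with compounds at up to 57 uM. SteadyGlo luminescence gave expression; GF-AFC fluorescence gave viability.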
Nrf2 block: Nrf2 pathway inhibition | A549 ARE-Fluc reporter, luciferase luminescence, 18-24 h | Potency, µM (doses to about 46 µM), without a hit: at the top dose activity change, negative = inhibition, actives largely listed as inhibitors | actives 2.1% (n = 360,000); further: on the % scale 0 is the no-effect control and ±100 the full control effect; nearly all actives have a fitted effect of over 60% in size
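Reporter: ARE-Fluc in A549. Exposure: 18-24 h, 37 °C, 5% CO2, 5% FBS OPTI-MEM. Readouts: fluorescent cytotoxicity (CellTiter-Fluor), then luminescent Nrf2 signal after BugLite.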
EPAC2 antagonist: antagonists of human EPAC2; Q8WZA2; EPAC2 GEF exchange of Rap1B-BODIPY-GDP, fluorescence; Potency, µM (top dose mostly 114 µM), inactives show top-dose activity, negative = inhibition, actives largely listed as inhibitors; actives 0.18% (n = 360,000); AID 720708; further: on the % scale 0 is the no-effect control and ±100 the full control effect; nearly all actives have a fitted effect of over 45% in size; many of its hits are not listed in these tables
Target sequence (Q8WZA2 whole entry, looked up): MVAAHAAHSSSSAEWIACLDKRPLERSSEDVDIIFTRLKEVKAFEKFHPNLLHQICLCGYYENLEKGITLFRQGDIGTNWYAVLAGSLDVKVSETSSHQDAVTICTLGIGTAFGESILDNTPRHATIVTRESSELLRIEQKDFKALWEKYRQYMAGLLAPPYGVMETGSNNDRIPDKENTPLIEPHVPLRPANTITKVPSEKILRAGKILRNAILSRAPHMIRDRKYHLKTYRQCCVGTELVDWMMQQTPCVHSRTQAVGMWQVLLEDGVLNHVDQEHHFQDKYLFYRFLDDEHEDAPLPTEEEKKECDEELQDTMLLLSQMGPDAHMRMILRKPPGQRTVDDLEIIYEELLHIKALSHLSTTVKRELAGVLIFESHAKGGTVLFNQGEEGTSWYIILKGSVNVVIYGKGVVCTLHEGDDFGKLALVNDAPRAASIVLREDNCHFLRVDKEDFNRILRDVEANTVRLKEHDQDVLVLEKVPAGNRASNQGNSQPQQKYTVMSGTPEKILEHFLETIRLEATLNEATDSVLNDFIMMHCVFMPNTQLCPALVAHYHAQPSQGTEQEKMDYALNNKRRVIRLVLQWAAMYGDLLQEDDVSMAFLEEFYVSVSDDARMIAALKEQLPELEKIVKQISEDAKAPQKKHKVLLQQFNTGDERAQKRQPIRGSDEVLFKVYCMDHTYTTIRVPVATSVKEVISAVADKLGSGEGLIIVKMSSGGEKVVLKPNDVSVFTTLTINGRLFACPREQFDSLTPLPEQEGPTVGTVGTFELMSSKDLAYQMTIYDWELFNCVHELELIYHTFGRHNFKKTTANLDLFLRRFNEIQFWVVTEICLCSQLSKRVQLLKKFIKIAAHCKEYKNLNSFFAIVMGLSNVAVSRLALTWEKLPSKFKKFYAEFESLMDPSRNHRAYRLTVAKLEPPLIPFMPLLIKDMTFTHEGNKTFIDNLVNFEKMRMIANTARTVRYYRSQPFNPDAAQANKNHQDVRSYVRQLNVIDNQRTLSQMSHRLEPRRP
MCF10A rerep: induces DNA re-replication in MCF 10a normal breast cells; Potency, µM (top dose mostly 46.1 µM), for inactives: at the highest dose activity, positive = re-replication, most hits filed as activators; actives 2.9% (n = 350,000); AID 624296; MCF 10A DNA re-replication, Hoechst nuclear intensity, 48 h; further: % of control where 0% means no effect; nearly all actives have a fitted effect of over 50% in size
HepG2 tox: kills HepG2 cells in TGF-b inhibitor counter-screen | HepG2 CAGA-GFP viability, ATP luminescence, 18 h | Potency, µM (titrated, usually from 46.1 µM), inactives show at the top dose activity change, negative = cytotoxicity, actives largely listed as cytotoxic | actives 0.76% (n = 410,000); further: some results filed as inactive show a strong effect at the top dose
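HepG2 CAGA-GFP cells (1000/well, DMEM with 1% FBS) received compound, then TGF-beta at 500 pg/mL final, and were incubated 18 hours at 37 degrees C. Viability was read by CellTiter-Glo luminescence. Media-only wells were set as complete cell-killing and DMSO as no toxicity.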
S2 tox: cell viability loss in ATXN counter-screen. S2 cells (HEK-293 line with an ATXN2-luciferase reporter) viability, CellTiter-Fluor protease fluorescence, 24 h. Potency, µM (doses to about 56.7 µM), hits mostly cytotoxic. actives 0.49% (n = 400,000). AID 651635; further: nearly all actives have a fitted effect of over 40% in size
* = called active by the depositor; i = inactive; ? = inconclusive; . = no result given; & = joins results of further samples; [ ] = remark or other dose. The call rests on the fitted dose curve; in most records, active means well fitted curve in the direction sought with a large enough effect; inconclusive means small, poorly fitted or top-dose-only effect, or another doubt; inactive means no such curve, though single readings can be large; an effect the other way counts as inactive or inconclusive. Potency means the concentration at half of the fitted maximal effect. Not all compounds are listed; rates above refer to the full screens.

Every second line gives: A549 viability	Nrf2 activator	TGFb inhibitor	ATXN2 expr inh	Nrf2 block	EPAC2 antagonist	MCF10A rerep	HepG2 tox	S2 tox
- O=C(CSc1n[nH]c(=O)[nH]c1=O)c1ccccc1[N+](=O)[O-]
 : 0%	11%	-18%	11%	12%	0%	2%	0%	i
- Cc1cc(C(=O)Nc2ccc(N3CCOCC3)cc2)c2ccccc2n1
 : .	3.6%	15%	20%	1%	1%	4%	3%	i
- COc1ccc(/C=C/C(=O)OCC(=O)NC2CCCC2)cc1
 : 0%	0.0%	2%	7%	11%	1%	2%	-18%	i
- CCOC(=O)c1c(CS(=O)(=O)c2ccccc2)n(C)c2cc(Br)c(O)c(CN(C)C)c12
 : 4%	2.7%	-2%	-12%	12%	-5%	1%	-15%	i
- O=c1cc(N2CCCCC2)c(-c2ccccc2)nn1Cc1ccccc1Cl
 : ?	7.4%	?	-21%	.	-14%	?	-91%	i
- O=C(O)c1nc2nc(Cl)c(Cl)nc2[nH]1
 : 4%	0.8%	-23%	.	-4%	20%	-6%	-6%	i
- CCOC(=O)c1c(NC(=O)COc2ccc(Br)cc2)sc(C(C)=O)c1C
 : -2%	-1.0%	-19%	-3%	.	.	.	-21%	i
- O=C(NCCOc1ccccc1F)C1CC(=O)N(Cc2ccccc2)C1 (configuration not stated)
 : 8%	0.1%	1%	-19%	2%	-6%	-2%	-15%	i
- CC1(C)CC(=O)C2=C(C1)NC(=S)C(C#N)C21CCCCC1 (configuration not stated)
 : -1%	4.5%	-23%	-13%	7%	6%	-3%	-31%	?
- O=C(NC1CCCCC1)C(c1cccs1)N(Cc1cccs1)C(=O)c1ccco1 (configuration not stated)
 : -2%	-0.4%	-2%	2%	?	-7%	14%	0%	i
- COc1ccc(Cn2nnnc2CN(Cc2cc3ccc(C)cc3[nH]c2=O)C2CCCC2)cc1
 : ?	0.5%	?	-7%	21µM*	-2%	12%	-36%	i
- COC(=O)C[C@@H]1C[C@H]2c3cc(N(C)C)ccc3O[C@H]2[C@H](CO)O1
 : .	0.1%	17%	6%	.	-6%	.	5%	i
- O=C(Nc1ccc(O)cc1C(=O)O)c1ccc(NC(=O)c2ccco2)cc1
 : -7%	-1.2%	-2%	.	-29%	-1%	1%	-7%	i
- Cc1c(C(=O)OCCOc2ccccc2)[nH]c2c1C(=O)CC(c1ccccc1Cl)C2 (configuration not stated)
 : -17%	-1.2%	?	.	?	.	.	0%	.
- CCc1ccc(OCCCSc2nc(-c3ccc(C(C)(C)C)cc3)nc3cc(=O)[nH]n23)cc1
 : -15%	5.0%	.	.	?	.	.	-73%	.
- Cc1cc(C)c(C)c(OCC(=O)NCCN(C)C)c1
 : 1%	2.0%	-18%	-14%	16%	-5%	0%	-25%	i
- CC1CN(C(=O)c2nn(C)cc2[N+](=O)[O-])CC(C)O1 (configuration not stated)
 : 3%	-0.6%	6%	-14%	7%	-3%	-4%	3%	i
- O=C(CCS(=O)(=O)c1cccc2nonc12)Nc1ccc(Br)cc1
 : -7%&-3%	0.0%&6.0%	0%&-25%	-7%&7%	7%	-4%	11%	-39%&-21%	i
- CCc1ccccc1NC(=O)CSc1nc2c(oc3ccccc32)c(=O)n1C
 : -15%	-1.3%	-19%	2%	-5%	.	.	-20%	?
- CCC[N+]1(CC#CC(O)(c2ccccc2)C2CCCCC2)CCCCC1 (configuration not stated)
 : 6%	-0.6%	-7%	-6%	2%	3%	4%	-32%	i

Following part.
Every second line gives: A549 viability	Nrf2 activator	TGFb inhibitor	ATXN2 expr inh	Nrf2 block	EPAC2 antagonist	MCF10A rerep	HepG2 tox	S2 tox
- COc1ccc(NS(=O)(=O)c2cc(NC(=O)c3cncc(Br)c3)ccc2OC)cc1
 : 1%	2.6%	-14%	-4%	?	-4%	15%	-3%	i
- CCn1cc(C(=O)OCC(=O)c2cc(C)n(-c3ccccc3)c2C)c(=O)c2ccc(C)nc21
 : -2%	-0.9%	-3%	4%	4%	2%	-8%	4%	i
- Cc1cccc(-c2noc(CCC(=O)NCc3ccccc3)n2)c1
 : 5%	-0.9%	10%	-8%	?	-3%	0%	-17%	i
- C=CCn1c(SCC(=O)NC2CCCCC2)nnc1-c1cccnc1
 : -2%	-0.6%	-19%	-17%	6%	1%	0%	-37%	i
- Cc1c(C(=O)Nc2c(C)n(C)n(-c3ccccc3)c2=O)oc2ccc(Cl)cc12
 : -9%	0.0%	0%	-12%	-3%	-6%	-2%	-20%	i
- Cc1ccc2scc(N3CCN(c4cccc(C(F)(F)F)c4)CC3)c(=O)c2c1
 : -7%	0.0%	-9%	.	-1%	.	.	-7%	.
- CCCCn1c(SCC(=O)NCCCOC)nc2c(sc3ccccc32)c1=O
 : ?	-0.9%	-3%	.	?	.	.	-9%	.
- COc1ccc(C(=O)/C=C/C(=O)N(CC(=O)NC2CCCCC2)Cc2ccccc2OC)c(O)c1
 : ?	19%	?	21µM*	?	-5%	?	-13%	.
- Fc1cccc(CN2CCc3nc(Nc4ccc5c(c4)OCCO5)ncc3C2)c1F
 : 1%	5.8%	?	?	.	.	.	-38%	?
- CCCN(CCC)c1nc2c(C)cccn2c(=O)c1/C=C1/SC(=S)N(Cc2ccco2)C1=O
 : ?	-0.1%	68%[activator]	-10%	16%	-19%	?	0%	i
- Cc1ccc(CN2CCN(Cc3cnc(C)s3)CC2CCO)cc1 (configuration not stated)
 : 8%	0.1%	-2%	-4%	3%	2%	2%	13%	i
- Cc1occc1-c1nc(-c2ccncc2)no1
 : -13%	26%	-16%	25%	?	7%	-3%	9%	i
- Cc1ccc(NC(=O)Cn2cccc2C2=NC(c3ccccc3)CO2)c(C)c1 (configuration not stated)
 : 0%	-0.8%	-25%	2%	-3%	8%	14%	-7%	i
- Cc1cccc(N(CC(=O)NCCC2=CCCCC2)S(C)(=O)=O)c1C
 : -9%	-0.7%	-5%	-11%	-5%	-5%	1%	-17%	?
- Fc1cccc(Cl)c1Cn1nnc2c(N3CCC4(CC3)OCCO4)ncnc21
 : -9%	0.4%	3%	-3%	?	-1%	?	-35%	i
- Cc1cc(C)c[n+](-c2[nH]c(=O)sc2/C=N/NC([S-])=Nc2ccccc2)c1
 : ?	0.7%	61%[activator]	-1%	2%	7%	-3%	25%	i
- [O-][n+]1c2c(c3c4non(O)c4ccc31)CCCC2
 : ?	5.8%	?	-9%	-12%	-6%	-1%	-34%	i
- Cc1ccn(CCC(=O)Nc2ccc(-c3ccno3)cc2)n1
 : 3%	-0.3%	22%	.	5%	5%	-1%	9%	i
- O=[N+]([O-])c1c(Nc2ccc(Br)cc2)ccc2nonc12
 : 3%	-1.9%	-24%	-14%	15%	7%	0%	-20%	i
- C#CCOCCOCCOCCNc1nc(N2CCN(C(=O)[C@H](C)n3cc(CCC(=O)O)nn3)CC2)nc(N2CCN(C(=O)[C@H](Cc3ccc(O)cc3)n3cc(CCO)nn3)CC2)n1
 : 7%	0.0%	-23%	3%	5%	10%	?	8%	i

4 compounds drawn at random from those above, as already listed:
Every second line gives: A549 viability	Nrf2 activator	TGFb inhibitor	ATXN2 expr inh	Nrf2 block	EPAC2 antagonist	MCF10A rerep	HepG2 tox	S2 tox
- C=CCn1c(SCC(=O)NC2CCCCC2)nnc1-c1cccnc1
 : -2%	-0.6%	-19%	-17%	6%	1%	0%	-37%	i
- COc1ccc(NS(=O)(=O)c2cc(NC(=O)c3cncc(Br)c3)ccc2OC)cc1
 : 1%	2.6%	-14%	-4%	?	-4%	15%	-3%	i
- Cc1c(C(=O)Nc2c(C)n(C)n(-c3ccccc3)c2=O)oc2ccc(Cl)cc12
 : -9%	0.0%	0%	-12%	-3%	-6%	-2%	-20%	i
- Fc1cccc(Cl)c1Cn1nnc2c(N3CCC4(CC3)OCCO4)ncnc21
 : -9%	0.4%	3%	-3%	?	-1%	?	-35%	i

Next part:
Every second line gives: A549 viability	Nrf2 activator	TGFb inhibitor	ATXN2 expr inh	Nrf2 block	EPAC2 antagonist	MCF10A rerep	HepG2 tox	S2 tox
- O=C(COC(=O)c1ccccc1OCc1ccc(Cl)cc1)NC1CC1
 : -10%	-0.7%	9%	4%	6%	17%	2%	8%	i
- N#CCc1ccc(NC(=O)Nc2cccc3ccccc23)cc1
 : 1%	7.4%	-1%	.	6%	-1%	-1%	-7%	i
- CCCCCc1ccc(-c2ccc(=O)[nH]n2)cc1
 : -9%	1.0%	-8%	17%	21%	9%	16%	-22%	i
- CCOC(=O)c1cc(S(=O)(=O)Nc2ccc(C)cc2Cl)[nH]n1
 : 3%	0.3%	?	3%	.	.	.	-2%	i
- Cc1ccc(C)c(NC(=O)c2cc(S(=O)(=O)NCc3ccccc3)ccc2F)c1
 : ?	-0.8%	1%	.	.	.	.	-26%	.
- Cc1ccc(NC(=O)/C=C/c2ccco2)cc1F
 : -17%	?	-2%	27%	.	.	.	-31%	i
- Oc1ccc(C[C@H]2CNC(=S)N2CC2CCCN2C[C@H](Cc2ccccc2)N2C[C@H](Cc3ccc(O)cc3)N(CCc3ccccc3)C2=S)cc1 (some centres not stated)
 : ?	-1.0%	7.9µM*	?	15µM*	-1%	-63%[inhibitor]	2%	?
- O=C(CNC1CCCCCC1)Nc1ccc(S(=O)(=O)NC2CC2)cc1
 : 2%	0.2%	-12%	4%	4%	9%	3%	-5%	i
- CC1(Cc2ccccc2OC(F)(F)F)C(=O)Nc2ccc(-c3ccsc3)cc21 (configuration not stated)
 : .	0.4%	?	-7%	.	?	.	-107%	.
- Nc1ccc(C(=O)Nc2nc3ccccc3s2)cc1
 : 6%	-2.0%	-4%	4%	?	-11%	?	-11%	i
- c1cc(-c2cc3cc4c(cc3cn2)OCO4)cs1
 : 10%	?	-15%	69%[activator]	?	-13%	-43%	8%	i
- Cc1ccccc1OCc1nc(-c2ccc(NC(=O)c3ccco3)cc2)no1
 : -14%	0.3%	-1%	-3%	.	-6%	?	-24%	?
- CC(C)c1ccc(CNc2ccc([N+](=O)[O-])cn2)cc1
 : ?	11%	?	130%[activator]	?	?	?	-50%	i
- CCOc1ccccc1CNC(=O)C1CCCN(S(=O)(=O)c2ccc3c(ccn3C)c2)C1 (configuration not stated)
 : -6%	5.8%	?	-9%	.	.	.	-19%	i
